TRPV1 ag = activates the human vanilloid receptor TRPV1. AID 540275. TRPV1-expressing cells, Fluo-8 calcium influx, agonist mode. activation, % at 8.33 µM. Q8NER1. actives 0.19% (n = 320,000); in the data active = activation above about 80%; inconclusive = between about 30% and that limit; note: 0% is about no effect
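Cells expressing TRPV1 were dye-loaded with Fluo-8 and read kinetically: 10 s baseline, 3 min after compound (agonist portion), then 2 min after EC20 capsaicin (allosteric enhancer portion). Calcium-bound dye fluorescence at 480/520 nm.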
GALK inhibitor = inhibitors of human galactokinase; Purified GALK, Kinase-Glo residual ATP luminescence; P51570; actives 0.007% (n = 270,000); AID 1868; Potency, µM (titrated, usually from 57.5 µM), for the others: at the top dose activity change, negative = inhibition, actives largely listed as inhibitors; note: potency is the fitted concentration of half-maximal effect; % is set by controls: 0 for no effect and ±100 for the full control effect
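Human GALK (5 nM) with 35 uM ATP and 100 uM galactose in 20 mM HEPES pH 8.0, 5 mM MgCl2, 60 mM NaCl, 1 mM DTT, 0.01% BSA. After 1 h at room temperature, leftover ATP was read by Kinase-Glo Plus luminescence.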
hERG WT inh = KCNH2 (human, wildtype) channel inhibition; U2OS, BacMam KCNH2, thallium flux FluxOr; stronger effect = lower value; actives 0.37% (n = 340,000); Q12809; activity change, % at 1.84 µM;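 active = maximum activity change below -70%; inconclusive = maximum activity change between -70% and -50%; inactive = maximum activity change above -50%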; note: % is set by controls: 0 for no effect and ±100 for the full control effect
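U2OS cells were transduced with wild-type KCNH2 virus (2.03 x 10^8 / mL) for 4 h at room temperature, then cultured overnight at 37 C. Thallium flux was read with FluxOr dye. Rate constants were normalized to DMSO controls.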
ASM inhibitor = inhibitors of human secretory acid sphingomyelinase | actives 0.006% (n = 340,000) | Potency, µM (doses to about 57.5 µM), without a hit: at the top dose activity change, negative = inhibition, actives largely listed as inhibitors | P17405 | AID 504937 | placental ASM, HMU-PC fluorogenic substrate, 60 min; note: potency is the fitted concentration of half-maximal effect
Target sequence (P17405 47-631 limits assumed): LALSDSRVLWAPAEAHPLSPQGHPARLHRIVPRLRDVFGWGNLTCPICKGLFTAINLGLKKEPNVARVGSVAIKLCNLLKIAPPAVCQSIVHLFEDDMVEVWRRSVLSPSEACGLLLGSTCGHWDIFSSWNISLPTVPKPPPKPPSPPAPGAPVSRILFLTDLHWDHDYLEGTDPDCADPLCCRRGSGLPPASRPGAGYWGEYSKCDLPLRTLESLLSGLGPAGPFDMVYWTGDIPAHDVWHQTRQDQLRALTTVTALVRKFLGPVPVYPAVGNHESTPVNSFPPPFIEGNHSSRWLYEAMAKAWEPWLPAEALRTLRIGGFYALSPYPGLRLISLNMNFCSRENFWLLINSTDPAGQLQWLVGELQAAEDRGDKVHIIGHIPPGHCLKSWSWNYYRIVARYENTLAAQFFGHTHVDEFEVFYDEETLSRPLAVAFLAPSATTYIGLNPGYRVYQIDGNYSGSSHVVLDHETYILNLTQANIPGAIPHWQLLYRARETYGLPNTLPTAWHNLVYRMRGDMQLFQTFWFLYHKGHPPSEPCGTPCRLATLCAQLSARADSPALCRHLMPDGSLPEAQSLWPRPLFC
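HMU-PC0 cleavage (9 uM final) by human placental ASM, 60 min at 37 °C following 10 min compound exposure at RT; stopped at pH 10, fluorescence Ex 386/Em 447 nm.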
KCNH2 3.1 block = blocks the human KCNH2 3.1 channel isoform; U2OS KCNH2 3.1, thallium flux FluxOr; stronger effect = lower value; activity change, % (tested at about 1.8 µM); actives 0.95% (n = 340,000); AID 720553;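 active = maximum activity change below -70%; inconclusive = maximum activity change from -70% to -50%; inactive = maximum activity change above -50%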;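 note: thallium influx rate constant from kinetic fluorescence after stimulation buffer; % is set by controls: 0 for no effect and ±100 for the full control effect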
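Virally transduced U2OS (3.1 isoform, 4 h infection in dark at RT) → overnight 37 C → FluxOr + Red40 in HBSS/HEPES, 45 min → stimulation buffer, 2 min kinetic read → rate constant vs DMSO controls.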
AT treatment = potential ataxia-telangiectasia treatment; […] A-T fibroblasts, KAP-1 phosphorylation AlphaLISA; neocarzinostatin DNA damage 30 min before lysis; Potency, µM (highest dose often 57.5 µM), inactives show at the highest dose activation, actives largely listed as activators; actives 0.19% (n = 320,000); AID 485349; note: potency is the fitted concentration of half-maximal effect; % of control where 0% means no effect; nearly all actives have a fitted effect of over 45% in size
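ATM-like activity read as KAP-1 phosphorylation via AlphaLISA donor/acceptor antibody pairs after lysis and 6 hr at 25C. Cells were ATM-null patient fibroblasts ([…], hTERT), dosed 60 min, then exposed to the DSB inducer NCS for 30 min.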
MBNL1 CUG block = blocks human MBNL1 binding to CUG repeat RNA. TR-FRET MBNL1-His/biotin-(CUG)12 binding, 665/545 ratio. Potency, µM (doses to about 57.5 µM), for inactives: at the highest dose activity change, negative = inhibition, hits mostly inhibitors. actives 0.036% (n = 280,000). AID 2675; active = well fitted inhibition curve with a large enough effect in the signal ratio, with a control signal flat, not every such curve was filed as active; inconclusive = small, poorly fitted or top-dose-only effect, or effect the other way, or a change in a side signal; inactive = no such curve, though single readings can be large or run the other way; the % refers to the signal ratio; note: potency is the fitted concentration of half-maximal effect; % is set by controls: 0 for no effect and ±100 for the full control effect
Target sequence (Q9NR56 whole entry, looked up): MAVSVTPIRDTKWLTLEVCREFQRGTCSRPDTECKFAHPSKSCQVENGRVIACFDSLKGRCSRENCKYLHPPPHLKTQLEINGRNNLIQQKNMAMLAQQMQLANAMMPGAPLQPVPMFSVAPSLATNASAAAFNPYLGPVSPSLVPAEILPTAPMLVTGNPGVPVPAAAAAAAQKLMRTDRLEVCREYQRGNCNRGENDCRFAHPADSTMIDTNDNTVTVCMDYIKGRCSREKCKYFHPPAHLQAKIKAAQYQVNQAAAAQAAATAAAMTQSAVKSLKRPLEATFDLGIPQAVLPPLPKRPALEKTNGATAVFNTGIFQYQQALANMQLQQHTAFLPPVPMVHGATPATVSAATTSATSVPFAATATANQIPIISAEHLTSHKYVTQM
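Ratiometric TR-FRET (665 over 545 nm, excitation 340 nm) tracks disruption of MBNL1-His/biotin-(CUG)12 complex after 60 min at room temperature, with compounds at 92 nM to 58 uM final.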
CXXC DNA block = inhibitors of human MLL CXXC domain-DNA interaction | AID 2662 | Potency, µM (titrated, usually from 115 µM), without a hit: at the top dose activity change, negative = inhibition, most hits filed as inhibitors | MLL-CXXC / FITC-HOXA9 DNA fluorescence polarization | actives 0.037% (n = 290,000); active = well fitted inhibition curve with a large enough effect in the polarisation, with a control signal flat, not every such curve was filed as active; inconclusive = small, poorly fitted or top-dose-only effect, or effect the other way, or a change in a side signal; inactive = no such curve, though single readings can be large or run the other way; the % refers to the polarisation; note: potency is the fitted concentration of half-maximal effect
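Fluorescence polarization: 7 uM MLL-CXXC (stock) preincubated 5 min with compounds, then 50 nM fluorescein-HOX-A9 DNA (stock) added; 30 min ambient. Buffer 50 mM Tris-HCl pH 7.5, 50 mM NaCl, 1 mM DTT, 0.05% BSA.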
FBPA coupling cs = inhibits coupling enzyme system, counter-screen for aldolase hits | actives 0.67% (n = 290,000) | coupling enzyme system counterscreen, AmpLite Red fluorescence | activity change, negative = inhibition, % at 58.2 µM, hits read low; in the data active = activity change below about -30%; note: % is set by controls: 0 for no effect and ±100 for the full control effect
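Final compound at 57.5 uM, incubated 10 min at RT with coupling enzyme reagent (glyceraldehyde-3-phosphate), then 20 min with substrate and AmpLite Red detection. Fluorescence read at 525/598 nm; tests interference with the coupling assay, not aldolase inhibition.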
a7 integrin act = activates integrin-mediated alleviation for muscular dystrophy | actives 0.064% (n = 350,000) | alpha7betagal myoblasts, beta-gal FDG fluorescence, 48 h | AID 624291 | Potency, µM (titrated, usually from 38.3 µM), without a hit: at the highest dose activation, actives largely listed as activators;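 note: potency is the fitted concentration of half-maximal effect; 100% = response of the positive control SU9516; nearly all actives have a fitted effect of over 60% in size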
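Alpha7betagal+/- myoblasts (passage 13) were plated 16-24 hr, then exposed to compounds (1:260 dilution of DMSO stock) for 48 hours at 37C. After MPER lysis, β-galactosidase reporter activity was read as FDG fluorescence (ex 480/em 540) after 30 minutes.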
* hit, by the source's call; u = inconclusive; x = not tested or not shown; [ ] = another dose, or the depositor's remark. Unless noted, calls come from the whole dose curve; as a rule, active = well fitted curve in the direction sought with a large enough effect; inconclusive = small, poorly fitted or top-dose-only effect, or another doubt; inactive = no such curve, though single readings can be large; an effect the other way counts as inactive or inconclusive.

SMILES	TRPV1 ag	GALK inhibitor	hERG WT inh	ASM inhibitor	KCNH2 3.1 block	AT treatment	MBNL1 CUG block	CXXC DNA block	FBPA coupling cs	a7 integrin act
O=CN1CCN(C(C(=O)NC2CCCCC2)c2cc3c(cc2[N+](=O)[O-])OCO3)CC1 (stereo not drawn)	4.7	11.3%	0.4	3.2%	-6.8	-2.2%	u	-4.9%	-7.0	10.1%
CCOC(=O)C1=C(OCc2ccc(Cl)cc2)C2C=C(C)C=CC2N=C1 (stereo not drawn)	16.9	2.1%	20.3	-7.9%	9.2	x	-4.7%	34.0%[activator]	4.0	-12.5%
O=C1CN(C(=O)COC(=O)c2ccc([N+](=O)[O-])s2)c2ccccc2N1	x	x	-1.1	-0.1%	-6.1	-0.5%	x	x	x	-29.2%
C=CCC[C@H](Cc1ccc(F)cc1)C(=O)OC[C@@H](C)NC(=O)[C@@H](CC=C)CC(=O)N[C@H](CO)Cc1ccccc1	x	x	-9.9	-13.7%	-19.2	-10.9%	x	x	x	-0.2%
COc1cccc(C2=NOC(C(=O)Nc3ccc(C(C)=O)cc3)C2)c1 (stereo not drawn)	u	3.6%	-0.5	-10.8%	-24.0	13.6%	11.0%	4.2%	-2.7	18.9%
Cc1cc(N2CCN(Cc3cn(C)nc3-c3ccccc3F)CC2)cc(C)n1	1.9	6.3%	4.1	-2.1%	-10.9	-4.3%	-7.6%	-17.1%	1.8	-44.1%
O=C(CCS(=O)(=O)c1ccccc1)Nc1nccs1	-0.1	2.2%	-8.0	1.7%	3.6	-3.9%	-8.0%	-7.6%	2.1	0.0%
COc1ccc(C(=O)COC(=O)c2cc(C)no2)c(OC)c1	0.1	x	-16.8	-2.9%	3.1	30.7%	x	x	x	5.1%
O=c1c2ccccc2nc(-c2cccs2)n1-c1ccc2ccccc2c1	-0.3	-2.1%	22.4	-1.1%	x	5.1%	u	13.4%	1.4	2.8%
C/C(=N/NC(=O)CNC(=O)/C=C/c1ccccc1)c1ccco1	-1.3	-1.7%	-5.4	-2.2%	4.8	11.2%	20.9%	36.7%[activator]	x	-12.7%
Oc1ccc(C[C@@H]2CNCCN2CCCCC2CCCCC2)cc1	0.6	x	17.7	-6.4%	2.6	14.2%	x	x	x	-47.0%[inhibitor]
Cc1cccn2c(=O)c3cc(C#N)c(=N)n(CCCN4CCOCC4)c3nc12	x	x	-0.1	285.4%[activator]	7.6	x	x	x	x	-1.1%
Cc1ccc(-n2ncc3c(NCc4ccccn4)ncnc32)c(C)c1	3.9	2.4%	12.7	5.4%	8.8	7.8%	0.2%	-3.3%	0.0	22.6%
COC(=O)CCC(=O)N1CCC(CCC(=O)NCc2ccc(F)cc2)CC1	1.0	-1.8%	6.7	1.6%	-34.0	-5.0%	8.7%	-4.2%	2.5	-29.2%
CN(C)CCN(Cc1ccco1)S(=O)(=O)c1ccc(-c2ccc(=O)[nH]n2)s1	-1.1	8.9%	-20.2	1.8%	u	2.6%	u	-3.9%	0.7	18.5%
COc1ccc(N2CCN(C(=O)CCc3ccccc3OC)CC2)cc1	1.0	-3.7%	-4.2	0.9%	-13.9	-5.3%	7.6%	11.2%	1.8	-0.1%
O=C(Cc1ccc(Cl)cc1)NC(=S)Nc1ccccc1O	5.5	5.6%	-5.2	-2.3%	-5.8	0.9%	4.2%	15.0%	0.6	-15.7%
CCc1c(O)nc(SCC(N)=O)n(-c2ccccc2F)c1=O	0.4	-1.9%	-7.4	-3.5%	-12.6	1.9%	-4.5%	-1.3%	-3.0	19.2%
COc1ccc(CC(=O)NCC2CCCN(Cc3cccc(SC)c3)C2)cc1 (stereo not drawn)	0.1	4.0%	21.4	1.1%	5.4	-1.3%	-2.3%	-2.8%	5.4	-5.5%
CN1CCN(CC#CCC2(O)c3ccccc3-c3ccccc32)CC1	1.3	-1.1%	9.4	0.9%	-18.0	-3.5%	1.0%	-1.9%	0.0	10.9%
Clc1ccc(N=C2SCCS2)cc1	8.9	5.0%	-5.2	3.8%	12.9	0.0%	-8.6%	-5.2%	2.4	14.4%
Cc1nc(Sc2ccc(Cl)cc2)c(C#N)c(C)c1[N+](=O)[O-]	-1.0	0.0%	-1.5	-9.6%	2.9	10.0%	-8.4%	4.0%	3.3	-46.9%[inhibitor]
CCN(CC(=O)Nc1c(F)cccc1F)C(=O)c1ccccc1F	-3.0	4.7%	-25.0	0.3%	-5.3	-8.8%	-6.0%	-1.6%	1.6	3.4%
COc1ccccc1Oc1ccccc1[N+](=O)[O-]	7.9	-1.0%	20.2	1.2%	4.6	11.0%	x	-10.9%	-12.1	15.7%
COc1ccc(NS(=O)(=O)c2ccc(N3CCOCC3)c(NC(=O)c3ccco3)c2)cc1	-0.5	-1.0%	-9.1	0.3%	-4.0	13.0%	-5.9%	-6.1%	-1.4	-3.6%
[O-]/C(=C(\C(=S)Nc1ccc(SC(F)F)cc1)[n+]1cccc(CO)c1)c1ccc(Cl)s1	12.9	8.6%	5.3	-5.5%	7.0	-2.3%	3.7%	6.2%	-7.8	18.9%
CN(Cc1ccsc1)C(=O)CCc1nnc(Cc2c[nH]c3ccccc23)o1	0.9	8.8%	1.5	-1.0%	-6.1	1.2%	2.8%	4.4%	10.2	-12.1%
OCC1CCCN(Cc2ccc(-c3ccccc3)cc2)C1 (stereo not drawn)	-1.9	5.7%	13.9	4.0%	12.5	5.9%	-13.3%	-9.1%	-0.8	-3.8%
Cc1ccc2c(CSc3nnnn3C)cc(=O)oc2c1	-0.9	4.3%	-1.5	-4.7%	-5.2	-2.9%	11.6%	-2.4%	0.6	0.0%
O=C(c1ccccc1F)N(Cc1ccccc1)C1CCS(=O)(=O)C1 (stereo not drawn)	-1.5	0.9%	-10.0	0.3%	10.8	1.6%	-11.1%	-12.8%	3.3	10.7%
C=CCn1c(NCCc2ccccc2)nc2c1c(=O)n(C)c(=O)n2C	-0.3	-0.1%	-0.4	-2.2%	-7.6	-1.2%	-9.1%	7.7%	-2.9	-43.9%
Cc1cccc(NC(=O)CSc2ccc(-c3ccco3)nn2)c1	-5.5	0.7%	9.2	-1.5%	7.0	2.1%	9.4%	6.0%	-0.2	-9.0%
Cc1cccc2nc(CNC(=O)CC3C(=O)NCCN3Cc3cccc(F)c3)cn12 (stereo not drawn)	1.1	-1.3%	-7.8	-1.1%	-0.2	-6.3%	2.5%	3.2%	x	u
CCOc1ccc(C(C)NC(=O)Cc2ccccc2F)cc1OCC (stereo not drawn)	23.4	-0.4%	6.9	1.9%	0.9	9.8%	0.4%	2.1%	2.4	-7.3%
O=C1C2C3C=CC(CC3)C2C(=O)N1c1ccc(Cl)cc1Cl (stereo not drawn)	1.7	-2.1%	3.8	-2.0%	-2.2	3.9%	1.4%	8.3%	1.6	24.6%
O=C(c1cc(-c2cccs2)nc2ccccc12)N1CCN(c2ccccc2)CC1	3.5	9.4%	2.1	-1.0%	5.4	11.9%	2.6%	5.1%	0.6	-4.1%
S=c1[nH]nc(-c2ccc(Cl)cc2)n1/N=C/C=C/c1ccco1	27.2	2.4%	-1.7	-7.6%	-7.7	-12.7%	0.9%	-2.4%	-1.0	3.0%
CCN(CC)CCNC(=O)Cn1c(=O)c2cccn2c2ccc(F)cc21	-1.3	4.1%	2.7	2.2%	12.4	-2.8%	-4.2%	5.5%	3.0	-37.2%
COc1ccc(-c2onc(C)c2-c2ccccc2)c(O)c1	8.6	1.1%	-5.1	-1.4%	15.0	0.5%	-1.2%	-2.9%	1.9	-9.9%
O=C(OCC(=O)N1CCN(c2ccccc2)CC1)C1=COCCO1	-2.0	0.0%	-4.1	1.8%	-9.2	-3.7%	-9.6%	0.0%	0.8	-43.7%
CCOC(=O)C(CC)(CCC(=O)OC)c1csc(Nc2ccccc2O)n1 (stereo not drawn)	12.1	1.9%	x	x	x	-6.9%	-4.3%	18.4%	3.6	x
CCc1cccc(NC(=O)CN(c2ccc(C)cc2)S(=O)(=O)c2c(C)noc2C)c1	3.2	-1.0%	4.7	-25.7%	11.7	-4.5%	-4.2%	0.1%	-4.6	23.9%
O=C(NCCc1ccc(Cl)cc1)c1cc2ccccn2n1	87.1*	x	-1.2	2.8%	16.2	0.0%	-2.2%	-7.9%	1.3	-12.2%

Bioassay records (PubChem)
